hcGAS inh = blocks human cGAS activity; inhibition, % at 12.5 µM; 0.081% of 290,000 active; recombinant h-cGAS, ATP depletion, Kinase-Glo luminescence;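 further: 0% = vehicle reaction and 100% = reaction without DNA for no activity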
Target sequence (Q8N884 whole entry, looked up): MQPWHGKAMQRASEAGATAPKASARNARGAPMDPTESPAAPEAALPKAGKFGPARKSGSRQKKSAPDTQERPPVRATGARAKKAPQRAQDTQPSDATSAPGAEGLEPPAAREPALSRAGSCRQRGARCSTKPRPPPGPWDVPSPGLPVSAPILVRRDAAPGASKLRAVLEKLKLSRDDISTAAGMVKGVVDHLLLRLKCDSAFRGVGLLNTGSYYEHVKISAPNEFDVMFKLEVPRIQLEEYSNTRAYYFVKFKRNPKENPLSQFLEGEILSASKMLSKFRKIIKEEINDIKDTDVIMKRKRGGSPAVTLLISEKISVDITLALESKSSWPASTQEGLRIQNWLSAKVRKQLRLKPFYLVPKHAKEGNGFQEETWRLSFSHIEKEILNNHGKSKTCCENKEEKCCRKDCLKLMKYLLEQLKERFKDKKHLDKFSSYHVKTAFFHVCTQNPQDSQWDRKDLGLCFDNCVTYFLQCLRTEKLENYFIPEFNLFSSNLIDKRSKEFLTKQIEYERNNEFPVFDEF
mcGAS lum = mouse cGAS inhibition by luminescence | Q8C6L5 | recombinant cGAS, Kinase-Glo ATP depletion luminescence | inhibition, % at 12.5 µM | 0.15% of 160,000 active;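 further: 0% = negative control wells and 100% = reference inhibitor with no enzyme activity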
NPYLR7 agonist = activates Aedes aegypti NPYLR7 receptor. HEK293T NPYLR7/Galpha15, GCaMP6s calcium fluorescence. activation, % at 10 µM. 0.15% of 270,000 active. AID 1259423; in the data active means activation above about 40%;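 further: 0% = vehicle and 100% = reference agonist at the receptor; some compounds past the cut are filed as inactive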
* marks the source's active call; other numbers are inactive results; . = no result given. Unless noted, no stated cut-off is given here; in the data, active means inhibition above about 40%; inactive means the rest. Outcome played no part in choosing rows, and some 0.29% of all compounds hit somewhere here.

SMILES	hcGAS inh	mcGAS lum	NPYLR7 agonist
CC(C)CC(O)C1CCN(Cc2cn[nH]c2-c2ccc(F)cc2)CC1 (stereo unspecified)	-6	.	5
CCOC(=O)CCn1c(=O)c2c(nc3n(CCCOC)c(C)cn23)n(C)c1=O	-5	.	1
COc1ccccc1-c1cc2c(SCC(=O)Nc3cc(C)ccc3C)nccn2n1	0	0	-2
CCCCN(CCO)Cc1nc(-c2cccc(OC)c2)no1	-11	.	2
CC(C)C1CN(c2ccnc(N)n2)CCC(=O)N1CC1CC1 (stereo unspecified)	-4	-12	4
CN(C)CCN(Cc1cc(Cl)ccc1OS(=O)(=O)c1ccc(F)cc1)C(=O)c1ccco1	-9	-5	19
CC(C)(C)c1csc(CNC(=O)C2CCCC2)n1	0	.	4
COc1ccc(-c2cnn(C(C)(C)C(=O)Nc3ccon3)c2)cc1OC	-12	.	4
Cc1nc(C2(NC(=O)/C=C/c3cscn3)CCCC2)no1	-8	-13	-3
CC(C)CN(CC(=O)N(Cc1ccc2c(c1)OCO2)Cc1cccs1)C(=O)COCc1ccccc1	-10	-2	-2
CC(OC(=O)c1cccc(CS(C)(=O)=O)c1)c1ccc(F)cc1F (stereo unspecified)	5	.	-6
Cn1cc(C(CC(=O)NCc2ccc(F)cc2)c2cccc(C(F)(F)F)c2)c2ccccc21 (stereo unspecified)	-3	-9	.
CSc1nnc2c(n1)OC(c1cccc(C)n1)Nc1ccccc1-2 (stereo unspecified)	-9	-4	-3
CCc1[nH]n(-c2ccc(Cl)c(Cl)c2)c(=O)c1C1=C([n+]2cccc(C)c2)C(=O)N(c2ccccc2F)C1=O	-5	-6	-6
Cc1cc(CNC(=O)C2CCCN2S(C)(=O)=O)c2[nH]c(C)c(C)c2c1 (stereo unspecified)	-6	.	4
COc1cc(OC)nc(NC(=O)Cn2c(=O)c3ccccc3n3nc(C)cc23)n1	-8	.	6
CN(C)c1cccc(C(NC(=O)/C(=C/c2ccccc2)c2ccccc2)c2ccc(S(C)(=O)=O)cc2)c1 (stereo unspecified)	-8	-4	3
N#Cc1c(Cl)nsc1N1CCCC(c2nc3ccccc3[nH]2)C1 (stereo unspecified)	-9	.	-7
COc1ccc(NC(=O)c2ccc(-n3nc(-c4ccc(Cl)c(Cl)c4)cc3N)cc2)cn1	-6	-5	-2
Cc1cc(=O)c(C(=O)NCCc2ccccc2)nn1-c1ccccc1	-7	-9	11
Cc1cc(C)c(/C=C/C(=O)NC2CCN(S(C)(=O)=O)CC2)cc1C	-7	.	-2
CC1=CC=CN2C(C)=NC(C(F)(F)F)(C(F)(F)F)N=C12	0	.	9
COc1ccccc1CC(=O)NC1CCCN(CCCc2ccccc2)C1 (stereo unspecified)	-8	-10	-1
Nc1nc(SCC(=O)NC2CCCCC2)[nH]c(=O)c1NC(=O)c1ccc(F)cc1	-7	-9	-2
COc1ccc(CN2CCN(Cc3ccc(Cl)cc3)CC2)c(F)c1F	-3	-14	4
CSc1nc(NC(C)C)c2cnn(CCNC(=O)COc3ccc(F)cc3)c2n1	-4	-6	.
O=C(Nc1cccc(-c2cccc(-c3ccc(F)cc3)n2)c1)C1CCCCC1	-7	-4	25
Cc1c(C)n2c3c(=O)n(Cc4ccc(Cl)cc4)c(=O)n(C)c3nc2n1C	3	.	22
CCOC(=O)c1cccnc1-c1ccc(C)c2ncccc12	-3	-8	.
COc1cccc(C(=O)NCc2ccc(S(=O)(=O)N3CCCCC3)s2)c1OC	-2	-7	12
CC(C)(C)C1CCc2sc(C(=O)O)cc2C1 (stereo unspecified)	-4	.	-3
Oc1oc(-c2ccccc2)nc1C=Nc1ccc(Br)cn1	-3	-7	-8
Cc1cc(Br)c(O)c(C(=O)NCc2ccc(Cn3ccccc3=O)cc2)c1	-5	.	4
O=c1c2c(nc(SCc3ccccc3)n1CCc1ccccc1)CCS2	-4	-7	7
Cc1nc(-c2ccccc2)n(CN2CCOC(C)(C)C2)n1	-11	.	-1
CCn1cc(NC(=O)NCCOC)c2ccccc21	0	-2	-5
CCC(C(=O)N(Cc1cc(NC(=O)COC)ccc1N(C)C)CC1CCCO1)c1ccccc1 (stereo unspecified)	0	-2	9
C#CCOCC(O)CN(Cc1ccccc1C)C(C)CC (stereo unspecified)	-5	-4	10
CCOc1ccc(Nc2nc(N3CCN(C)CC3)nc3c2cnn3-c2ccccc2)cc1	-6	-9	0
O=C(O)c1[nH]ncc1I	-4	-4	-1
O=C1CN(c2ccc(C(=O)N3CCCC(CCc4ccccc4)C3)cc2)C(=O)N1 (stereo unspecified)	-7	-15	8
Cn1cc(CN2CCc3[nH]nc(C4COc5ccccc5O4)c3C2)cn1 (stereo unspecified)	-11	.	0
O=C1NC2(CCN(Cc3cccc(F)c3F)CC2)Nc2ccccc21	-4	-7	15
Cc1ccc(C(=O)N(CCC(C)C)CC(=O)N(Cc2cccn2Cc2ccccc2)C2CCCCC2)cc1[N+](=O)[O-]	-14	-6	-3
O=C1O[C@H]([C@@H](O)CO)C(O)C1O (stereo partly specified)	-8	-8	4
Cc1cccc(NC(=O)C(C)N2CCC(C(=O)N(C)C)CC2)c1 (stereo unspecified)	6	.	-1
COCCOC(=O)c1c(NC(=O)CCl)sc(C(N)=O)c1C	3	30	-3
CNc1nc2cnc(Nc3cc(C(F)(F)F)ccc3F)cc2n1CCOC	-4	-6	9
Cc1ccc(CN2CCC(CNC(=O)c3cccc(N)c3)C2)cc1C (stereo unspecified)	-6	.	-2
CCOC(=O)C1=C(CC)NC2=C(C(=O)CCC2)C1c1ccc(N(CC)CC)cc1 (stereo unspecified)	-4	.	1
The list continues.
SMILES	hcGAS inh	mcGAS lum	NPYLR7 agonist
Cc1ncc(-c2ccc(NC(=O)C(c3ccccc3)N(C)C)cc2)o1 (stereo unspecified)	-6	.	6
CCCOC1CCCN(C(=O)c2ccc(Cl)cc2Cl)C1 (stereo unspecified)	1	.	-5
CC(=O)NC(C(=O)Nc1ccc2c(c1)-c1ccccc1C2)C(C)C (stereo unspecified)	0	2	-3
CC(=O)c1sc(NC(=O)c2ccc(=O)[nH]c2)nc1C	-1	-6	-2
CCOC(=O)C1CCCN(Cc2cn(C)nc2-c2ccc3c(c2)OCCO3)C1 (stereo unspecified)	-5	-3	0
CCOC(=O)C1=C(C)N=c2s/c(=C\c3cccc(O)c3)c(=O)n2C1c1ccc2c(c1)OCO2 (stereo unspecified)	-3	.	-2
Cn1nc(CC2CCN(C(=O)c3ccncn3)CC2)n(-c2ccccc2)c1=O	-2	.	2
CSc1ccc(COc2coc(CN3CCN(C(=O)c4ccc(Cl)nc4)CC3)cc2=O)cc1	-5	-8	1
O=C(NC1CCN(c2ccccc2C(=O)N2CCN(c3ccc(Cl)cc3)CC2)CC1)C1CCCCC1	0	.	-1
COc1ccc(C2=[N+]([O-])C(C)(c3cccc([N+](=O)[O-])c3)N(O)C2C)cc1 (stereo unspecified)	0	-5	-10
COCCN(CC(=O)Nc1cccc(C)c1C)CC(=O)N1CCSc2ccccc21	-6	.	7
CC(=O)Nc1cnn(-c2ccc(C(=O)N3CCC(Sc4ccc(F)cc4)CC3)cc2)c1	-7	-13	16
CCc1nnc(NC(=O)C2(c3ccccc3)CC2)s1	-7	-9	7
CCC1CCCCN1C(=O)c1cccc(C#N)c1 (stereo unspecified)	-7	.	3
OC(Cc1ccccc1)c1ccc2c(c1)CN(Cc1ccc3ccccc3n1)CCO2 (stereo unspecified)	-9	-13	21
CCCn1c(SCC(=O)NC2CCCCNC2=O)nc2cc(Cl)ccc21 (stereo unspecified)	0	.	12
Cc1cccn2c(=O)nc(SCC(=O)NCCc3ccccc3)nc12	-11	.	5
CC(C)Cc1nc(C(=O)N2CCN(C3CCCC3O)CC2)cs1 (stereo unspecified)	-10	.	7
C=CCn1c(NN=Cc2ccc(OC)cc2)nc2c1c(=O)n(C)c(=O)n2C	-10	-8	.
COc1ccc(N2C(=O)C3C4C=CC(C4=C4CCCC4)C3C2=O)cc1 (stereo unspecified)	-5	-5	18
COCCN(Cc1cccs1)C(=O)c1nc2ccccc2[nH]c1=O	-9	.	0
Cc1ccc(N2CCN(Cc3nc(C(c4ccccc4)c4ccccc4)no3)C(C)C2)cc1 (stereo unspecified)	-4	-2	3
CCOC(=NCC1CCCO1)NC(=O)c1cccs1 (stereo unspecified)	-4	-3	-7
O=C(Cc1ccc(Oc2nc(Cc3ccccc3)ns2)cc1)NCCC(c1ccccc1)c1ccccc1	-8	-5	12
CC(C)Cn1c(N)c(C(=O)CSc2ncnc3sc4c(c23)CCC4)c(=O)n(C)c1=O	-8	.	6
CSCCNC(=O)C1(C)CCN1C(=O)C/C=C/c1ccccc1 (stereo unspecified)	-5	-5	23
O=C(O)CCC(=O)N1N=C(c2ccc(Br)cc2)CC1c1ccccc1 (stereo unspecified)	-3	-6	0
Cn1nc(C(F)(F)F)cc1-c1ccc(C(=O)O)s1	2	-1	1
Cc1ccc(NC(=O)CN(CCO)Cc2cccnc2)cc1Cl	-4	.	3
Cc1cc(NC(=O)c2cc(CC(C)C)on2)no1	-2	.	-3
CS(=O)(=O)NC(c1cccc(Cl)c1)c1ccccn1 (stereo unspecified)	2	.	-30
O=C(NNc1ncnc2c1cnn2-c1ccccc1)c1cccc([N+](=O)[O-])c1	5	-9	0
O=C1COC(=O)C1C(c1ccccc1N1CCN(Cc2ccccc2)CC1)C1C(=O)COC1=O (stereo unspecified)	-3	.	-1
CC(C)(C)NC(=O)CNc1ccc([N+](=O)[O-])cc1Cl	0	3	-1
Cn1cc(Br)cc(NC(=O)c2sccc2C#N)c1=O	-5	.	-6
Cc1cccc(NC(=O)CSc2nc(=O)n(CCCN3CCOCC3)c3c2CCC3)c1C	-1	-8	-2
CN(C(=O)C1CCN(S(C)(=O)=O)CC1)c1ccccc1	-2	.	-6
O=C(CCc1ccccc1)N1CCc2ccccc2C1c1ccccc1Cl (stereo unspecified)	-9	-8	-2
CCc1nc(N)sc1C(=O)N1CCC(O)(c2ccccc2C)C1 (stereo unspecified)	-5	.	9
CC1(C)CC2CC(C)(CN2CC#CC2(C)CCCC(C)(C)O2)C1 (stereo unspecified)	5	1	.
Cc1ccc(-c2cccc(C(=O)NCCSc3nnnn3C)c2)o1	-4	.	3
O=C(CN(Cc1ccccc1)c1nc(Cc2ccc(Cl)cc2)ns1)N1CCN(c2cccc(Cl)c2)CC1	-13	-5	-6
O=C(NC(=S)Nc1ccccn1)c1ccccc1	-10	-6	-6
O=[N+]([O-])c1ccc(Nc2ccccc2)c([N+](=O)[O-])c1	-3	.	1
CC(NC(=O)c1cnn(-c2ccccc2F)c1)c1ccc2c(c1)CC(=O)N2 (stereo unspecified)	-4	-13	7
CC1=CC(=O)C2C3C=CC(C3)C2C1=O (stereo unspecified)	-8	.	4
CCOCCn1c(=NC(=O)c2ccccc2S(C)(=O)=O)sc2cc(F)cc(F)c21	-11	.	-2
COc1ccc(CN(C)C(C)C(=O)Nc2ccccc2C(F)(F)F)c(OC)c1 (stereo unspecified)	-12	.	2
Cc1ccc(-c2nnc3ccc(SCC(=O)N4CCCC4)nn23)cc1	-4	-6	10
OCc1ccc(-c2c(-c3ccccc3)ncn2Cc2ccc3c(c2)OCO3)o1	-6	-15	-3
The list goes on.
SMILES	hcGAS inh	mcGAS lum	NPYLR7 agonist
CC(C)(C)C(=O)N1CCN(C(C(=O)NCc2ccncc2)C2CCCC2)CC1 (stereo unspecified)	1	.	-3
Nc1cc(S(=O)(=O)Nc2ccc(Cl)cc2)ccc1Cl	-7	.	0
CCC(CC)C(=O)N(C)c1c(C)nc2ccc(C(=O)N(C)Cc3ccco3)cn12	-6	-4	16
COC(=O)c1ccc2c(c1)C1CC(C)(O2)N(c2ccc(C)cc2)C(=O)N1 (stereo unspecified)	-4	-5	0
CC(C)c1noc(C(C)N2CCCC(C(=O)N3CCCCCC3)C2)n1 (stereo unspecified)	-10	.	3
CC(NC(=O)c1cnn2ccn(C)c12)c1cn2ncsc2n1 (stereo unspecified)	-7	-20	3
CCC(C(=O)O)n1ccsc1=NC(=O)c1ccc(Cl)c(Cl)c1 (stereo unspecified)	12	.	6

In another format: 13 of the compounds above.
| canonical_smiles | hcGAS inh | mcGAS lum | NPYLR7 agonist |
| --- | --- | --- | --- |
| O=[N+]([O-])c1ccc(Nc2ccccc2)c([N+](=O)[O-])c1 | -3 | . | 1 |
| CC(NC(=O)c1cnn(-c2ccccc2F)c1)c1ccc2c(c1)CC(=O)N2 (stereo unspecified) | -4 | -13 | 7 |
| CC1=CC(=O)C2C3C=CC(C3)C2C1=O (stereo unspecified) | -8 | . | 4 |
| CCOCCn1c(=NC(=O)c2ccccc2S(C)(=O)=O)sc2cc(F)cc(F)c21 | -11 | . | -2 |
| COc1ccc(CN(C)C(C)C(=O)Nc2ccccc2C(F)(F)F)c(OC)c1 (stereo unspecified) | -12 | . | 2 |
| Cc1ccc(-c2nnc3ccc(SCC(=O)N4CCCC4)nn23)cc1 | -4 | -6 | 10 |
| OCc1ccc(-c2c(-c3ccccc3)ncn2Cc2ccc3c(c2)OCO3)o1 | -6 | -15 | -3 |
| CC(C)(C)C(=O)N1CCN(C(C(=O)NCc2ccncc2)C2CCCC2)CC1 (stereo unspecified) | 1 | . | -3 |
| Nc1cc(S(=O)(=O)Nc2ccc(Cl)cc2)ccc1Cl | -7 | . | 0 |
| CCC(CC)C(=O)N(C)c1c(C)nc2ccc(C(=O)N(C)Cc3ccco3)cn12 | -6 | -4 | 16 |
| COC(=O)c1ccc2c(c1)C1CC(C)(O2)N(c2ccc(C)cc2)C(=O)N1 (stereo unspecified) | -4 | -5 | 0 |
| CC(C)c1noc(C(C)N2CCCC(C(=O)N3CCCCCC3)C2)n1 (stereo unspecified) | -10 | . | 3 |
| CC(NC(=O)c1cnn2ccn(C)c12)c1cn2ncsc2n1 (stereo unspecified) | -7 | -20 | 3 |
